Integrin act MD – activators of alpha7 integrin expression for muscular dystrophy | alpha7betagal myoblasts, beta-gal FDG fluorescence, 48 h | Potency, µM (titrated, usually from 38.3 µM), inactives show at the top dose activation, actives largely listed as activators | 0.064% of 350,000 active | AID 624291;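 also: potency is read from the fitted curve at half-maximal effect; 100% = response of the positive control SU9516; nearly all actives have a fitted effect of over 60% in size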
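alpha7betagal+/- myoblasts (passage 13, 250/well) treated 48 h at 37C with compounds at 1:260 dilution of DMSO stock. Lysed, then beta-galactosidase activity read as FDG fluorescence (ex 480/em 540) after 30 min, with pre-read for autofluorescence.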
USP2a inh – inhibitors of human ubiquitin-specific protease USP2a | USP2 core, Ub-CHOP2 coupled fluorogenic reporter, 485/531 | Potency, µM (highest dose often 38.3 µM), for the others: at the highest dose activity change, negative = inhibition, hits mostly inhibitors | 0.01% of 330,000 active | AID 463254;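 also: potency is read from the fitted curve at half-maximal effect; plate controls were DMSO wells for no effect and full inhibition by NEM control for full effect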
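Deubiquitinase activity read as fluorescence (485/531 nm) after Ub-CHOP2 cleavage activates the enterokinase reporter on its substrate; USP2 core 10nM, Ub-CHOP2 and substrate 25nM each, 30min compound preincubation then 60min RT; data normalized to NEM, curves fitted.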
ASM inhibitor – inhibitors of human secretory acid sphingomyelinase; placental ASM, HMU-PC fluorogenic substrate, 60 min; P17405; Potency, µM (highest dose often 57.5 µM), without a hit: at the top dose activity change, negative = inhibition, most hits filed as inhibitors; AID 504937; 0.006% of 340,000 active; also: potency is read from the fitted curve at half-maximal effect
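Fluorescence read-out (Ex 386 nm, Em 447 nm) after stopping the reaction at pH 10. Enzyme: ASM from human placenta; substrate HMU-PC0, 9 uM final; 60 min, 37 °C. Compound preincubation 10 min, ambient temperature.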
ELG1 genotoxic – genotoxicity induction in ELG1-luciferase HEK293T cells; Potency, µM (doses to about 46 µM), for inactives: at the highest dose activity change, positive = activation, actives largely listed as activators; AID 504466; HEK293T ELG1-luciferase reporter, luminescence, 16 h; 1.3% of 330,000 active; also: potency is read from the fitted curve at half-maximal effect; % of control where 0% means no effect; nearly all actives have a fitted effect of over 60% in size
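After overnight (16 hr) compound treatment at 37 °C, ELG1-luciferase HEK293T cells were lysed with ONE-Glo; luminescence quantified 30 min later at room temperature.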
TRPV1 ag – agonists of human vanilloid receptor 1 (TRPV1). TRPV1-expressing cells, Fluo-8 calcium influx, agonist mode. 0.19% of 320,000 active. Q8NER1. activation, % at 8.33 µM. AID 540275; in the data active = activation above about 80%; inconclusive = between about 30% and that limit; also: 0% is about no effect
Target sequence (Q8NER1 whole entry, looked up): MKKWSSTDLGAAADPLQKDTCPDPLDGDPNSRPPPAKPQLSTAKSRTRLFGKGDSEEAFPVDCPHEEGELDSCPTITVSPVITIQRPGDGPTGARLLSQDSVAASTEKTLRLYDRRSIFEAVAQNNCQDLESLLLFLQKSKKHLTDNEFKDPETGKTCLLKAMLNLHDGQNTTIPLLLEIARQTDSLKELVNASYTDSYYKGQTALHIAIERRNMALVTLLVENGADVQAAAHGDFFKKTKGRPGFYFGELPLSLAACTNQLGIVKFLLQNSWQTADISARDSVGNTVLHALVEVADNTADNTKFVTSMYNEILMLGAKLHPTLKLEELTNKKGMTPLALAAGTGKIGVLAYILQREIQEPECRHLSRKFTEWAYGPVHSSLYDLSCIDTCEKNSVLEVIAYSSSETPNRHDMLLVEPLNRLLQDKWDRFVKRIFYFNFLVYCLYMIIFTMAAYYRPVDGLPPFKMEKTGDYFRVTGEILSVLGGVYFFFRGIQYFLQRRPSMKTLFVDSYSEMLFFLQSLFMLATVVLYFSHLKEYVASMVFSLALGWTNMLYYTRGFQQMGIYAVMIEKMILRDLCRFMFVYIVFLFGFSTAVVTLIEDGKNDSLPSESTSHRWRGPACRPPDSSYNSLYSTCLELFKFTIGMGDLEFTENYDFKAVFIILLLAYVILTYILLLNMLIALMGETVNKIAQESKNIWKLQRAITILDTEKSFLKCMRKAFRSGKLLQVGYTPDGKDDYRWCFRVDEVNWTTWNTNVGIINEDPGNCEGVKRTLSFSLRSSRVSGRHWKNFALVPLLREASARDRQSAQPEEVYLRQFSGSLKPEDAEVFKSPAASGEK
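Cells expressing TRPV1 were dye-loaded with Fluo-8 and read kinetically: 10 s baseline, 3 min after compound (agonist portion), then 2 min after EC20 capsaicin (allosteric enhancer portion). Calcium-bound dye fluorescence at 480/520 nm.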
Eya2 phos inh – Eya2 (human) phosphatase inhibition; 0.006% of 330,000 active; Potency, µM (highest dose often 76.9 µM), for inactives: at the top dose activity, negative = inhibition, most hits filed as inhibitors; AID 488837; recombinant Eya2, OMFP fluorescence dephosphorylation (OMFP is methylfluorescein phosphate); O00167; also: potency is read from the fitted curve at half-maximal effect; % is scaled to controls: 0 for no effect and ±100 for the full control effect
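Eya2 protein (added as 0.2 uM solution) was preincubated with compound for 10 min at ambient temperature in 50 mM HEPES pH 7.5, 50 mM NaCl, 5 uM MgCl2, 0.05% BSA, 1 mM DTT. OMFP (added at 50 uM) then reacted 10 min; fluorescence read at 485/525 nm.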
uPA surface inh – blocks generation of uPA at the cell surface. cell surface uPA generation assay, qHTS. Potency, µM (highest dose often 38.3 µM), inactives show top-dose activity change, negative = inhibition, usual class: inhibitors. 0.31% of 330,000 active. AID 540303; active = well fitted inhibition curve with a large enough effect; inconclusive = small, poorly fitted or top-dose-only effect; inactive = no such curve, though single readings can be large or run the other way; tested in mouse RAW 264.7 cells; also: potency is read from the fitted curve at half-maximal effect; % is scaled to controls: 0 for no effect and ±100 for the full control effect; nearly all actives have a fitted effect of over 55% in size
p53 reactivation – re-activators of mutant p53; AID 504706; 0.063% of 320,000 active; H1299 p53-A138V BP100-luciferase reporter, luminescence, 24 h; Potency, µM (titrated, usually from 92.2 µM), inactives show top-dose activity change, positive = activation, usual class: activators; also: potency is read from the fitted curve at half-maximal effect; % of control where 0% means no effect; nearly all actives have a fitted effect of over 45% in size
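H1299 (p53-null), stable ts p53-A138V + BP100-Luc; 1000 cells/well, Opti-MEM/10% FBS; cpd 4 pt, 1:5; 24 h, 37 deg C, 5% CO2; detection reagent 10 min RT; luminescence.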
BRCA1 expr act – activators of BRCA1 expression. MCF7-BRCA1-FFLuc reporter, luminescence, 48 h; response scale: scaled: vehicle 0%, 10 µM genistein 100%. Potency, µM (doses to about 46.1 µM), without a hit: at the top dose activation, hits mostly activators. 1.1% of 380,000 active. AID 624202; also: potency is read from the fitted curve at half-maximal effect; nearly all actives have a fitted effect of over 80% in size; some results filed as inactive show a strong effect at the top dose
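Quantitative HTS in MCF7 cells stably reporting BRCA1 expression via firefly luciferase. Compound treatment lasts 48 h at 37 °C in phenol-red free MEM. Activation is expressed relative to genistein at 10 microM and DMSO.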
PTAP TSG101 blk – blocks PTAP/TSG101 interaction to inhibit HIV-1 budding. Potency, µM (highest dose often 115 µM), for inactives: at the highest dose activity change, negative = inhibition, actives largely listed as inhibitors. Q99816. 340,000 tested, under 10 active. Fluorescence polarization, FITC-PTAP peptide / Tsg101 binding; active = well fitted inhibition curve with a large enough effect in the main read-out, with a control signal flat, not every such curve was filed as active; inconclusive = small, poorly fitted or top-dose-only effect, or effect the other way, or a change in a side signal; inactive = no such curve, though single readings can be large or run the other way; also: potency is read from the fitted curve at half-maximal effect; % of control where 0% means no effect
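Compounds were pin-transferred onto Tsg101 binding domain (10 uM final) in HEPES pH 7.5 buffer, then FITC-PTAP peptide was added at 50 nM final. After 20 min at RT, polarization reported peptide displacement across a qHTS concentration series.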
B2AR arrestin – agonists driving beta-arrestin recruitment to human beta2-adrenergic receptor. P07550. beta-arrestin recruitment to beta2AR, cell-based reporter. Potency, µM (series often up to 46.1 µM), for the others: top-dose activation, most hits filed as activators. 0.02% of 330,000 active. AID 492947;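 also: potency is read from the fitted curve at half-maximal effect; 0% = DMSO controls and full agonism = EC100 isoproterenol or metaproterenol; nearly all actives have a fitted effect of over 65% in size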
* = called active by the depositor; ? = inconclusive; · = not tested or not shown. Unless noted, calls follow the shape of the dose curve; as a rule, active = well fitted curve in the direction sought with a large enough effect; inconclusive = small, poorly fitted or top-dose-only effect, or another doubt; inactive = no such curve, though single readings can be large; an effect the other way counts as inactive or inconclusive.

#1 CCC(c1nnc(SCC(=O)Nc2cc(Cl)ccc2C#N)n1C1CCCCC1)N(C)C (stereo unspecified)
#2 S=C1N(c2ccccc2)C(c2ccccc2)N2CCCN12 (stereo unspecified)
#3 COC(=O)C1CCN(C(=O)Cc2ccccc2OC)CC1
#4 CCn1cc(C(=O)NCCCN2CCN(C)CC2)c(=O)c2cc(S(=O)(=O)N3CCc4ccccc4C3)ccc21
#5 COC(=O)c1cccnc1-n1c(=O)c2cccnc2n(Cc2cccc(C(F)(F)F)c2)c1=O
#6 Cc1onc(-c2ccccc2Cl)c1C(=O)Nc1ncn[nH]1
#7 CS(=O)(=O)Nc1ccc(C(=O)NCCc2ccccc2)cc1
#8 CCOC(=O)CCNC(=O)CCc1nnc(CCCc2ccccc2)o1

screen / no.,1,2,3,4,5,6,7,8
Integrin act MD,-25%,14%,12%,0%,1%,10%,23%,-28%
USP2a inh,0%,2%,6%,3%,0%,2%,2%,0%
ASM inhibitor,-1%,-1%,4%,5%,1%,1%,6%,-2%
ELG1 genotoxic,-6%,-1%,0%,-9%,-1%,2%,?,15%
TRPV1 ag,25,1,-2,-7,1,-4,?,2
Eya2 phos inh,-7%,-8%,-5%,5%,-10%,5%,-12%,?
uPA surface inh,5%,-1%,2%,-9%,1%,2%,5%,3%
p53 reactivation,-2%,-4%,-1%,21%,-3%,9%,?,17%
BRCA1 expr act,-28%,-3%,-20%,-6%,0%,0%,?,74%
PTAP TSG101 blk,-1%,1%,-8%,2%,-4%,-6%,-3%,-6%
B2AR arrestin,2.6%,-0.2%,-0.1%,-0.9%,0.0%,2.5%,-0.1%,-0.7%

#9 Cn1c(SCC(=O)NCc2ccc(F)cc2)nc2c([nH]c3ccccc32)c1=O
#10 Cc1ccc(S(=O)(=O)N(CC(=O)N/N=C/c2ccco2)c2cc(Cl)cc(Cl)c2)cc1
#11 CSCCC(NC(N)=O)C(=O)NCC1CCCCC1 (stereo unspecified)
#12 O=C(Nc1ccc([N+](=O)[O-])cc1)/C(=C/c1cccc([N+](=O)[O-])c1)NC(=O)C1CCCCC1
#13 O=S1c2ccccc2Sc2ccccc21
#14 COCC(=O)n1nc(-c2ccc(Cl)cc2)nc1NCc1ccc(F)cc1
#15 Cc1ccc(S(=O)(=O)NN2C(=O)/C(=C/c3ccccn3)SC2=S)cc1
#16 COc1ccc(CNC(=O)CN(c2cccc(OC)c2)S(C)(=O)=O)cc1

screen / no.,9,10,11,12,13,14,15,16
Integrin act MD,·,21%,8%,-14%,5%,14%,11%,?
USP2a inh,-9%,-6%,4%,3%,·,1%,1%,0%
ASM inhibitor,·,-3%,6%,-4%,2%,-4%,?,1%
ELG1 genotoxic,?,-5%,0%,1%,·,?,1%,1%
TRPV1 ag,-2,1,2,11,·,0,2,-2
Eya2 phos inh,-1%,2%,6%,3%,·,3%,8%,-2%
uPA surface inh,·,-5%,4%,-7%,6%,-9%,-3%,5%
p53 reactivation,-1%,-5%,6%,-2%,·,?,-8%,10%
BRCA1 expr act,·,-87%,39%,-1%,-25%,-43%,-3%,29%
PTAP TSG101 blk,·,-1%,-2%,-4%,0%,-7%,-5%,-2%
B2AR arrestin,-0.1%,13%,-0.1%,-0.5%,·,-0.3%,-0.7%,0.1%

#17 CCSc1nnc(NC(=O)COc2ccccc2)s1
#18 COc1ccc(C2CC(c3ccccc3)=NN2C(=O)COC(=O)CNC(=O)c2ccccc2)cc1 (stereo unspecified)
#19 Cc1cc(CNC(=O)COc2ccc(F)cc2F)c2ccccc2n1
#20 N#Cc1cc2c(nc1SCc1ccccc1)CCCCC2
#21 Cc1onc(-c2ccccc2)c1C(=O)NCc1ccco1
#22 O=C(NC1CCCN(CCc2ccccc2)C1)C1CCCC1 (stereo unspecified)
#23 CNC(=O)c1cc(S(=O)(=O)NCc2ccncc2)ccc1OC
#24 O=C(Cn1nnc(-c2cc(C(F)(F)F)cc(C(F)(F)F)c2)n1)NNC(=S)Nc1ccc(Cl)cc1

screen / no.,17,18,19,20,21,22,23,24
Integrin act MD,37%,23%,15%,-17%,21%,5%,8%,19%
USP2a inh,0%,3%,-1%,0%,3%,-2%,0%,-13%
ASM inhibitor,2%,-9%,-7%,-7%,3%,5%,8%,-13%
ELG1 genotoxic,16%,5%,-6%,1%,-2%,1%,-2%,0%
TRPV1 ag,5,4,0,1,-1,-1,-5,·
Eya2 phos inh,-6%,-1%,0%,0%,1%,4%,7%,1%
uPA surface inh,-14%,3%,-3%,0%,-3%,-1%,-3%,14%
p53 reactivation,4%,-1%,6%,15%,-3%,7%,-5%,-2%
BRCA1 expr act,-1%,20%,-11%,2%,-3%,6%,-29%,-3%
PTAP TSG101 blk,-3%,-5%,-1%,-2%,-2%,-4%,-1%,-6%
B2AR arrestin,0.1%,-0.6%,-0.3%,0.3%,0.0%,0.1%,-0.8%,-0.4%

#25 NNC(=O)CS(=O)(=O)CS(=O)(=O)CC(=O)NN
#26 COC1OC(CO)C(N=C(C)C)C1O (stereo unspecified)
#27 O=C1Nc2ccc(F)cc2C12OCCO2
#28 c1ccc2cc(CN3CCOCC3)ccc2c1
#29 O=C(COC(=O)COc1ccccc1F)NC1CC1
#30 O=C(Nc1ccc(-n2cc(Br)cn2)cc1)c1ccncc1
#31 COc1ccccc1NC(=S)N(Cc1ccc(C)cc1)Cc1ccccn1
#32 COc1cc(C2NC(=O)NC(C)=C2C(C)=O)ccc1O (stereo unspecified)

screen / no.,25,26,27,28,29,30,31,32
Integrin act MD,9%,-11%,20%,21%,-3%,10%,2%,2%
USP2a inh,2%,·,-9%,·,1%,1%,-15%,1%
ASM inhibitor,2%,8%,-1%,2%,3%,-1%,0%,2%
ELG1 genotoxic,2%,·,0%,·,1%,12%,9%,0%
TRPV1 ag,1,·,2,-3,·,3,-7,-3
Eya2 phos inh,7%,·,-2%,·,2%,3%,-22%,13%
uPA surface inh,3%,2%,-5%,13%,13%,-25%,-2%,0%
p53 reactivation,1%,·,-3%,·,3%,7%,2%,-2%
BRCA1 expr act,-3%,-20%,-32%,7%,-1%,9%,-17%,0%
PTAP TSG101 blk,-2%,-1%,1%,-9%,-2%,-9%,-2%,-4%
B2AR arrestin,-0.6%,·,0.3%,·,-0.8%,-0.8%,-0.2%,0.3%

#33 CCN(CC)c1ccc(NC(=O)C2CCCC2)cc1
#34 O=C1CCC(Cc2ccccc2)N1 (stereo unspecified)
#35 COc1ccc(N(CC(=O)NCc2ccc(Cl)cc2)S(=O)(=O)c2c(C)n[nH]c2C)cc1
#36 CN(CC(=O)Nc1cccc2ccccc12)C(=O)/C=C/c1cccs1
#37 CC(C)C(O)(CC#CCN1CCCC1)c1ccccc1 (stereo unspecified)
#38 Clc1ccc2nc(CSc3nnc4ccccn34)cn2c1
#39 COc1ccc(C=Nc2cccc3ncccc23)cc1
#40 COc1cccc(OC)c1OCCCOc1cccc2cccnc12

screen / no.,33,34,35,36,37,38,39,40
Integrin act MD,-5%,9%,-20%,4%,?,0%,-3%,-5%
USP2a inh,-1%,0%,3%,1%,0%,4%,11%,4%
ASM inhibitor,-1%,6%,5%,-5%,-2%,0%,3%,4%
ELG1 genotoxic,18%,-2%,-4%,0%,-5%,8.2µM*,5%,13%
TRPV1 ag,25,-3,-3,-2,7,-4,1,1
Eya2 phos inh,5%,12%,11%,0%,-7%,4%,0%,-25%
uPA surface inh,14%,2%,12%,-4%,-3%,-6%,?,-1%
p53 reactivation,·,22%,0%,-6%,7%,17%,?,-2%
BRCA1 expr act,?,0%,-16%,-9%,-11%,?,13%,?
PTAP TSG101 blk,1%,-2%,-6%,0%,-3%,-4%,-1%,-7%
B2AR arrestin,-1.1%,-0.3%,-0.3%,0.0%,-0.2%,0.0%,0.0%,0.1%
